Screening data deposited in PubChem by National Center for Advancing Translational Sciences (NCATS).
Lipid storage S3 – qHTS Assay for Lipid Storage Modulators in Drosophila S3 Cells. Drosophila S3 cells, BODIPY lipid droplet fluorescence, 18-24 h; cells fed with added oleic acid. Potency in µM for hits, for the others lipid storage change, negative = inhibition, % at the top dose, mostly 46.1 µM. 320,000 tested, 0.64% active. AID 2685; active means well fitted inhibition curve with a large enough effect in the signal ratio, with a control signal flat, not every such curve was filed as active; inconclusive means small, poorly fitted or top-dose-only effect, or effect the other way, or a change in a side signal; the % refers to the signal ratio
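Drosophila S3 cells got compounds at several concentrations plus oleic acid (400 uM solution). Laser-scanning cytometry with 488 nm excitation read lipid droplets at 500-530 nm and cells at 575-640 nm. Percent activity was relative to 20 uM Triacsin C.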
Lipid storage S3 cell count max – further read-out of Lipid storage S3, marked with its call; cell number change, %; measured here: cell count max response;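 cells counted by Cell Tracker Red CMTPX staining in the red channel; peak over a dose series mostly up to 46.1 µM; percent activity relative to internal control wells on each plate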
* = called active by the depositor; i = inactive; ? = inconclusive; nt = no result given. On the % scale 0 is the no-effect control and ±100 the full control effect; potency means the concentration at half of the fitted maximal effect. The list is partial; rates above refer to the full screens.

Below each SMILES: Lipid storage S3, Lipid storage S3 cell count max
- O=C(CSc1ccccc1)OCC(=O)N1CCN(C(=O)c2ccco2)CC1
→ ?, nt
- CCOC(=O)COc1ccc(C)cc1-c1ccno1
→ i, nt
- CCCCCC(=O)N1CCCCC1
→ ?, nt
- N/C(=N\S(=O)(=O)c1ccc(Cl)s1)c1ccccc1
→ 21.1%, -19.8
- COc1ccc(CNc2ccc(Cl)cc2)cc1Cn1ccnc1
→ -2.7%, nt
- Cc1nnc(NC(=O)CSc2ncn(-c3ccccc3)n2)s1
→ 2.6%, -1.1
- O=[N+]([O-])c1ccc(O)c(/C=N/Nc2ncnc3c2cnn3-c2ccccc2)c1
→ ?, nt
- Cc1ccc(C(=O)NCC(c2ccco2)N2CCOCC2)cc1 (stereo not given)
→ ?, nt
- Cc1c(C(=O)N(Cc2ccccc2)C(C)C)oc2ccc(S(=O)(=O)N3CCOCC3)cc12
→ ?, nt
- CCOc1cc(Cl)c(S(=O)(=O)NCc2ccccn2)cc1Cl
→ ?, nt
- CCn1cc(/C=C(\NC(=O)c2ccc(OC)cc2)C(=O)N2CCOCC2)c2ccccc21
→ 3.2%, nt
- CN1CCN(C(=O)c2ccc3ccccc3c2)CC1
→ ?, nt
- C/C(=N\NC(=O)c1cccc([N+](=O)[O-])c1)c1cccnc1
→ ?, nt
- CCCn1c(=O)c(C(=O)Nc2ccccc2C)c(O)c2ccccc21
→ -21.7%, -6.9
- COc1ccc(OC)c(-c2csc(-c3cccs3)n2)c1
→ ?, nt
- Cc1ccc(-c2[nH]c(-c3ccc(C(=O)O)cc3)nc2-c2ccccc2)cc1
→ ?, nt
- CCOc1ccccc1C(=O)NCC(=O)NCc1ccc(S(=O)(=O)N2CCOCC2)cc1
→ -3.2%, 0.9
- N#C/C(=C\c1cn(Cc2ccccc2)c2ccccc12)C(=O)NCc1ccco1
→ 0.1%, -12.2
- COc1ccc(-n2c(C)c(C)c3c(NCCCO)ncnc32)cc1
→ ?, nt
- CCOCCCNC(=O)C1CCN(C(=O)Nc2ccc(C)cc2)CC1
→ i, nt
- O=C(Nc1cccc(Cl)c1N1CCCC1)c1ccc([N+](=O)[O-])o1
→ ?, nt
- c1nc(N2CCN(Cc3ccc4c(c3)OCO4)CC2)c2[nH]cnc2n1
→ 13.8%, 0.1
- COc1ccc(CCNc2ccc(N3C(=O)CC(C)C3=O)cc2[N+](=O)[O-])cc1 (stereo not given)
→ 0.2%, -17.1
- N#Cc1c(NC(=O)C2CC(Cl)=CCC2C(=O)O)sc2c1CCCCC2 (stereo not given)
→ 19.4%, -11.3
- Cc1ccccc1CNC(=O)C(=O)NCC1OCCCN1S(=O)(=O)c1ccc(F)cc1C (stereo not given)
→ ?, nt
- COc1ccc2[nH]c3c(c2c1)CCN1C(=O)N([C@@H](C)C(=O)NC2CCCCC2C)C(=O)[C@]31C (stereo not given in full)
→ ?, nt
- CCCCCC/C=N/Nc1nnc(Cc2ccccc2)c(=O)[nH]1
→ 5.1%, 11.1
- O=C1CC(Cc2ccccc2)C(=O)N1c1ccc(Cl)cn1 (stereo not given)
→ ?, nt
- O=C(Nc1cccc(S(=O)(=O)NC2=NCCCCC2)c1)c1cc(-c2ccccc2)nc2ccccc12
→ ?, nt
- Cc1cc(NC(=O)c2ccc(N3C(=O)C4C5C=CC(C5)C4C3=O)cc2)no1 (stereo not given)
→ ?, nt

Molecules above with a COOH group, in the order listed:
Below each SMILES: Lipid storage S3, Lipid storage S3 cell count max
- Cc1ccc(-c2[nH]c(-c3ccc(C(=O)O)cc3)nc2-c2ccccc2)cc1
→ ?, nt
- N#Cc1c(NC(=O)C2CC(Cl)=CCC2C(=O)O)sc2c1CCCCC2 (stereo not given)
→ 19.4%, -11.3

New compounds follow:
Below each SMILES: Lipid storage S3, Lipid storage S3 cell count max
- O=C(Nc1cc2c(=O)n(-c3ccc(Oc4ccccc4)cc3)ccc2oc1=O)c1ccccc1
→ ?, nt
- CCCc1ccc2oc(C(=O)N(C)Cc3ccn[nH]3)c(C)c2c1
→ i, nt
- Nc1cc(Cl)nc(N/N=C/c2ccc([N+](=O)[O-])cc2)n1
→ ?, nt
- O=C(CN1CCCC1)Nc1c2c(nc3ccccc13)N(Cc1ccccc1)CC2
→ ?, nt
- CCOCCOc1cccc(C(=O)NC(c2ccccc2)c2ccccc2)c1
→ ?, nt
- CCOC(=O)c1ccc2[nH]c3c(c2c1)CN(C)CC3
→ 7.2%, 3.2
- CC(Sc1ccccc1)C(=O)N1CCN(S(=O)(=O)c2ccccc2C(F)(F)F)CC1 (stereo not given)
→ -17.7%, -6.0
- O=C(N/N=C\c1cccnc1)c1ccc(Cl)cc1Cl
→ ?, nt
- COC(=O)c1cn(C(=O)c2cc(OC)cc(OC)c2)c2ccccc12
→ ?, nt
- CC(=O)Nc1ccc(Nc2ncnc(N)c2[N+](=O)[O-])cc1
→ 3.6%, -0.2
- CN(C)CCC1Sc2ccccc2Oc2ccccc21 (stereo not given)
→ -7.8%, 4.1
- CCc1nnc(NC(=O)CSc2nnc(Cc3ccccc3)n2-c2ccccc2)s1
→ 8.9%, 1.7
- CCOC(=O)c1nn(-c2ccc3ccccc3c2)cc1O
→ -9.3%, 3.6
- CCOc1cc(C(=O)NCC(C)CN(C)C)cc(OCC)c1OCC (stereo not given)
→ -1.0%, 11.9
- CC(C)CNC(=O)CSc1nnc(-c2cccc(S(=O)(=O)N3CCCCC3)c2)o1
→ i, 7.5
- COc1ccc(Cl)cc1-n1c(=S)sc2c(=O)[nH]c(SCC(=O)C(C)(C)C)nc21
→ ?, nt
- CN(C)S(=O)(=O)n1cnc([C@@H]2[C@@H]3C(=O)OC[C@@H]3C[C@]23N=CN(Cc2ccccc2)C3=O)c1
→ ?, nt
- Cc1cccc(CCNC(=O)COc2cc(=O)n(C)c3ccccc23)c1
→ ?, nt
- COc1ccc(C(C(=O)NC2CCCC2)N(Cc2ccccc2)C(=O)c2snc(C(N)=O)c2N)cc1OC (stereo not given)
→ i, 3.8
- CCOC(=O)N1CCC(N(CCN(C)C)C(=S)Nc2ccc(Oc3ccccc3)cc2)CC1
→ 12.1%, 8.7
- CC(Sc1ccc(S(=O)(=O)N2CCOCC2)cn1)C(=O)Nc1ccc(Cl)cc1Cl (stereo not given)
→ ?, nt
- COCCCN1C(=O)c2ccc(C(=O)OCC(=O)N(C)c3ccccc3)cc2C1=O
→ ?, nt
- Cc1ccc(C(C)C)c(OC/C(O)=C(\C#N)c2nc3ccccc3[nH]2)c1
→ ?, nt
- Cc1ccccc1Cn1cnc2ccccc2c1=O
→ ?, nt
- COc1ccc(/C(O)=C2/C(=O)C(=O)N(CCCN3CCOCC3)C2c2ccc(C(C)C)cc2)cc1 (stereo not given)
→ i, 25.7
- CC(Sc1nc2ccccc2[nH]1)C(=O)Nc1ccc2c(c1)OCCO2 (stereo not given)
→ ?, nt
- Cc1cc(-c2ccccc2)nc(SCC(=O)c2cccc([N+](=O)[O-])c2)n1
→ i, -11.2
- O=c1/c(=C/c2ccco2)sc2n1CN(c1ccccc1)CN=2
→ 5.1%, -16.9
- COc1ccc(/C=N/NC(=O)c2cccnc2)c2ccccc12
→ ?, nt
- C/C(=N\NC(=O)c1ccc(NS(=O)(=O)c2cccs2)cc1)c1ccccn1
→ -9.0%, -2.5
- CCOc1ccc(NC(=S)N(CCCN2CCCC2)Cc2cccn2Cc2ccc(Cl)cc2)cc1
→ 0.4%, 0.6
- Cc1ccc(S(=O)(=O)N2CCC(C(=O)NC3CC(C)(C)NC(C)(C)C3)CC2)cc1
→ 0.3%, 13.6
- CCCc1nnc(SCC(=O)O)n1/N=C/c1ccc2c(c1)OCO2
→ -9.2%, 0.8
- CC#CCN(CC#CC)S(=O)(=O)c1ccc(S(=O)(=O)N2CCOCC2)cc1
→ 19.6%, -13.3
- CCN1CCN(C(c2ccc(OC)cc2)c2nnnn2Cc2ccc3c(c2)OCO3)CC1 (stereo not given)
→ ?, nt
- O=C(Nc1ccc(N2CCOCC2)c(S(=O)(=O)Nc2cc(Cl)ccc2Cl)c1)c1cccnc1
→ 6.2%, 17.8
- Cc1cc(SCC(=O)Nc2ccccc2)nc(C)n1
→ ?, nt
- C/C(=N/NC(=O)c1cnccn1)c1ccncc1
→ -0.7%, 11.2
- Cc1ccc2cc(CCNC(=O)c3ccc(C)c([N+](=O)[O-])c3)c(=O)[nH]c2c1
→ ?, nt
- Cc1ccc(N)cc1S(=O)(=O)N(C)C
→ i, nt
- Cc1ccc(NC(=O)NCCN2CCCCC2)cc1C
→ ?, nt
- CCOc1ccc(-c2nc(N)nc(C)c2-c2ccc(Cl)cc2)c(O)c1
→ ?, nt
- COC(=O)[C@@]1(Cc2ccc(F)cc2)[C@H]2c3cc(C(=O)N(C)C)n(CCc4ccccn4)c3C[C@H]2CN1C(=O)c1ccccc1
→ ?, nt
- O=C(CCCCCN1C(=O)[C@@H]2Cc3ccccc3CN2C1=O)Nc1ccccc1F
→ ?, nt
- COc1ccccc1N1CCN(C(=O)C2CCN(S(=O)(=O)N3CCOCC3)CC2)CC1
→ 16.5%, 9.6

Profiles, quoted from the list. Values in the order: Lipid storage S3 | Lipid storage S3 cell count max
`Cc1cc(SCC(=O)Nc2ccccc2)nc(C)n1` is listed with ? | nt
`CCOc1ccc(-c2nc(N)nc(C)c2-c2ccc(Cl)cc2)c(O)c1` is listed with ? | nt

Later entries
mol | Lipid storage S3 | Lipid storage S3 cell count max
CC1(C)CC(=O)C(C=NCCN2CCN(CC(=O)Nc3ccc(F)cc3)CC2)=C(O)C1 | ? | nt
Nc1nonc1-n1nnc(C(=O)N/N=C/c2cccnc2)c1CSC1=NCCS1 | 4.8% | 5.6
COc1ccc(-n2c(=S)[nH]c3cc(C(=O)Nc4ccc(C)c(F)c4)ccc3c2=O)c(OC)c1 | ? | nt
CCOC(=O)c1[nH]c(C)c(CN(C(C)=O)c2ccc(OCC)cc2)c1C | 22.5% | 0.7
Cc1ccc(S(=O)(=O)Nc2ccc(NC(=O)CN3CCCCC3)c(Cl)c2)cc1 | i | 7.5
Cc1ccc(Cl)c(OCCN2CCCC(C)C2)c1 (stereo not given) | ? | nt
O=C(Cc1nnc(NC(=O)c2ccccc2)s1)N/N=C/c1ccc(O)cc1 | ? | nt
O=C(CN(C(=O)CNS(=O)(=O)c1ccc(F)cc1)c1ccc(F)cc1)NCc1ccco1 | ? | nt
C/C(=N\NC(=O)COc1ccc(C(C)(C)C)cc1)c1ccc(N2CCOCC2)cc1 | ? | nt
O=C(O)c1ccc(O)c(O)c1 | 11.6% | 1.4
O=C(C1CCCCN1S(=O)(=O)c1ccccc1)N1CCN(C(c2ccccc2)c2ccccc2)CC1 (stereo not given) | ? | nt
Cn1c(SCC(=O)Nc2ccc3cn[nH]c3c2)nnc1-c1cnccn1 | ? | nt
COc1cc(C(=S)N2CCOCC2)ccc1OS(=O)(=O)c1ccc(NC(C)=O)cc1 | 19.3% | 14.9
COc1ccc(/C=C2/C(=O)OCc3cc(OC)c(OC)cc32)c(OC)c1 | 11.6% | -5.6
O=C(NCCCN1CCOCC1)c1ccc(S(=O)(=O)Nc2ccccc2F)cc1 | ? | nt
O=C(COC(=O)CNS(=O)(=O)c1ccc2ccccc2c1)Nc1ccc2c(c1)OCO2 | 16.9% | 5.1
C/C(N)=C(/C#N)C(=O)CSc1ncnc2ccccc12 | 24.5% | -22.4
COC(=O)c1cc(NC(=O)CC2C(=O)NCCN2C(=O)c2ccc(F)cc2)cc(C(=O)OC)c1 (stereo not given) | ? | nt
S=C(NCc1ccc(Cl)cc1Cl)NC1CCCCC1 | ? | nt
COc1ccc(OC)c(S(=O)(=O)N2CCNCC2)c1 | -7.2% | -2.2
Cc1ccc(S(=O)(=O)N2CCC(=O)N(C(CO)Cc3ccccc3)CC2)cc1 (stereo not given) | ? | nt
CN(C)S(=O)(=O)c1cccc(NC(=O)COC(=O)C2(c3ccccc3F)CCCC2)c1 | 8.2µM* | -25.4*
CN(C)S(=O)(=O)N1CCC(Oc2cccc(C(=O)N3CCCCCCC3)c2)CC1 | -11.9% | -7.4
O=C(NCCc1nc2ccccc2[nH]1)Nc1ccccc1 | ? | nt
Cc1ccc(C2=CC(=O)C[C@H](c3ccc4c(c3)OCO4)C2)cc1 | -13.4% | -24.7
CCOC(=O)CSc1nc2ccccc2c(=O)n1CC | ? | nt
CN(C)S(=O)(=O)N1CCC(CCCC2CCN(S(=O)(=O)N(C)C)CC2)CC1 | ? | nt
COCCCNC(=S)NNC(=O)c1cc(-c2cccnc2)nc2ccccc12 | 0.9% | 13.4
O=C(CCS(=O)(=O)c1cccs1)Nc1ccc(C(=O)NCc2ccccc2)cc1 | ? | nt
COc1ccc(C(=O)NC(=S)N(C)C2CCCCC2)cc1Br | -8.4% | 3.5
Cc1ccc(NS(=O)(=O)c2ccc3c(c2)CCC(=O)N3)cc1 | ? | nt
O=C(NNC(=O)c1cc(-c2ccc(Cl)c(Cl)c2)nc2ccccc12)Nc1ccccc1 | -17.7% | 8.7
CCOC(=O)C(C)Sc1nc2c(c(=O)[nH]c(=O)n2C)n1C/C=C(/C)Cl (stereo not given) | ? | nt
CCOC(=O)N1CCN(C(=O)CSc2nnc(-c3c[nH]c4ccccc34)n2CCOC)CC1 | -0.2% | -13.0
CN1CCN(NC(=S)NC2CCCCC2)CC1 | ? | nt
COC(=O)CCCCNC(=O)Nc1ccccc1 | ? | nt
CCOC(=O)c1c(C)[nH]c(C)c1S(=O)(=O)NCc1ccccc1OCC | -15.3% | 13.4
c1ccc(-c2cn(C[C@H]3CC[C@@H]([C@@H]4CC[C@H](Cn5cc(-c6ccccc6)nn5)O4)O3)nn2)cc1 | -0.1% | -7.5
O=[N+]([O-])c1ccc(-[n+]2ccc3ccccc3c2)c([N+](=O)[O-])c1 | ? | nt
CN(C)S(=O)(=O)NCCNC(=O)c1cc(OCC(F)(F)F)ccc1OCC(F)(F)F | ? | nt
